CHO-K1 Ca PAM = M1 PAM counterscreen hit in parental CHO-K1 cells | AID 602247 | ATP EC20, Fluo-8 calcium fluorescence; 0% at ATP EC20, 100% at ATP max | actives 0.02% (n = 360,000) | activation, % at 3 µM;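 active = activation above the run cutoff, the mean activation of all test compounds plus 3 SD, cut at about 40% in these data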;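 note: peak over basal fluorescence ratio in a 140 s read after ATP addition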
CHO-K1 Ca ag = M1 agonist counterscreen hit in parental CHO-K1 cells; Fluo-8 calcium fluorescence; scaled to maximal ATP response, vehicle zero; activation, % at 3 µM; actives 0.48% (n = 360,000); AID 602248; in the data active = activation above about 15%;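 note: untransfected CHO-K1 host cells lacking M1 receptor as counterscreen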
M1 antag = human CHRM1 antagonism; inhibition, % at 3 µM; P11229; AID 588852; CHO-K1 hM1, Fluo-8 calcium fluorescence, ACh EC80 antagonist; actives 1.3% (n = 360,000);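 active = percent inhibition above its own plate's cutoff, namely the mean of that plate's compound wells plus 3 SD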;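 note: peak over basal fluorescence ratio during 140 s after agonist addition; 0% = ACh EC80 plus DMSO and 100% = DMSO alone without agonist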
Target sequence (P11229 whole entry, looked up): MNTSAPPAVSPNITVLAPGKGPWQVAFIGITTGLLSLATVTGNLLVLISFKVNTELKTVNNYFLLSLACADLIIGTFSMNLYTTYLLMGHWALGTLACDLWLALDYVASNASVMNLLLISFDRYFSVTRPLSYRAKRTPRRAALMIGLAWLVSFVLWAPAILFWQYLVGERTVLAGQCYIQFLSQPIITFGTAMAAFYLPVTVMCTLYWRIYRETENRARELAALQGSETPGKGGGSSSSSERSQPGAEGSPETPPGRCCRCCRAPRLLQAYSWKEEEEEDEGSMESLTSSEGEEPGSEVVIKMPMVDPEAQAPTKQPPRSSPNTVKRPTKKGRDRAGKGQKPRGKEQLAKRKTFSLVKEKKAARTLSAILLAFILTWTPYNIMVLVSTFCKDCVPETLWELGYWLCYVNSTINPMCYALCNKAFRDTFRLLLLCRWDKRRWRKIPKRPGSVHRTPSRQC
M1 PAM = human CHRM1 positive allosteric modulation | P11229 | CHO-K1 hM1, Fluo-8 calcium fluorescence, ACh EC20; 0% = ACh EC20, 100% = maximal ACh | AID 588819 | activation, % at 3 µM | actives 0.088% (n = 360,000); in the data active = activation above about 19%, passing the limit was not always enough
CHO-K1 Ca antag = nonselective inhibitor or artifact in parental CHO-K1 cells; ATP-induced calcium, Fluo-8 fluorescence; inhibition, % at 3 µM; actives 0.6% (n = 360,000); AID 602250;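 active = inhibition above a per-plate cutoff, the plate's mean sample inhibition plus 3 SD, cut at about 24% in these data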;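 note: 0% = DMSO plus EC80 ATP and 100% = DMSO alone without ATP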
TAAR1 ag = human TAAR1 agonism | actives 0.99% (n = 360,000) | CHO RD-HGA16 TAAR1, Fluo-8 calcium fluorescence; vehicle wells 0%, saturating PEA agonist 100% | activation, % at 3 µM;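 active = activation above the mean activation of all test compounds in the run plus 3 SD, cut at about 38% in these data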
Target sequence (Q96RJ0 whole entry, looked up): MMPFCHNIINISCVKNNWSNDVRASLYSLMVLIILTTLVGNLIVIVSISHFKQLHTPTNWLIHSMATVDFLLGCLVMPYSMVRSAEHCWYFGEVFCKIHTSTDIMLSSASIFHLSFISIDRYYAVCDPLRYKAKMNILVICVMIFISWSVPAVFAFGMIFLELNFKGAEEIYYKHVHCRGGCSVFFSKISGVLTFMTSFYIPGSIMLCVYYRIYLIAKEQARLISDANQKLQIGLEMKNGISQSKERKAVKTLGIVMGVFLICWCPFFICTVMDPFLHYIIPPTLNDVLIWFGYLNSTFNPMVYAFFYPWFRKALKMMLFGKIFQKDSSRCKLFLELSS
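System: CHO-derived RD-HGA16 cells with stable Gα16 and human TAAR1 / Times: 17-24 h plating, Fluo-8 75 min 37 °C, 30 min RT / Technique: calcium-sensitive Fluo-8 signal, excitation 470-495, emission 515-575 nm / Measure: % activation relative to PEA EC100 response / Benchmarks: DMSO and PEA EC100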
M1 ag = activates human CHRM1 receptor; P11229; CHO-K1 hM1, Fluo-8 calcium fluorescence, agonist mode; 0% DMSO, 100% acetylcholine EC100; activation, % at 3 µM; actives 0.33% (n = 360,000); AID 588814;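 active = activation above the run's mean compound activation plus 3 SD, cut at about 16% in these data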;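 note: peak over basal fluorescence ratio within a 140 s kinetic read after compound addition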
TAAR1 antagonist = human TAAR1 antagonism. AID 624466. CHO RD-HGA16 TAAR1, Fluo-8 calcium fluorescence, antagonist. inhibition, % at 3 µM. actives 1.5% (n = 360,000);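 active = inhibition above a per-plate cutoff, the mean inhibition of test compounds on that plate plus 3 SD, cut at about 49% in these data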;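 note: 0% = DMSO plus EC80 beta-PEA response and 100% = DMSO alone without agonist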
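Test system – hTAAR1-expressing CHO RD-HGA16 cells, Gα16-coupled · Also added – β-PEA at EC80 concentration, post-compound challenge · Compound – 3 µM, single point · Incubation – dye loading 75 min at 37 °C, then 30 min room temperature · Measured by – Fluo-8 intracellular calcium dye fluorescence, real-time kinetic reads · Benchmarks – vehicle and agonist controls · Replicates – singlicate, one well per test compound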
CHO parental Ca = counter-screen: ATP calcium response change in parental CHO cells | parental CHO-K1, ATP-induced calcium, Fluo-8 fluorescence | inhibition, % at 5.6 µM | actives 0.63% (n = 330,000) | AID 463079;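 active = inhibition above that plate's mean sample inhibition plus 3 SD, cut at about 26% in these data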;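 note: 0% = ATP-challenged DMSO wells and 100% = DMSO wells without ATP; some compounds past the cut are filed as inactive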
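Test system: untransfected parental CHO cell line; also added: ATP stimulus; dosing: 5.6 µM, single dose; signal: calcium-sensitive Fluo-8 fluorescence; measure: percent inhibition of ATP-evoked calcium rise, normalized to controls; benchmarks: low control ATP plus DMSO, high control DMSO only; replication: one well per compound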
An asterisk follows results filed as active; . = no result given.

SMILES	CHO-K1 Ca PAM	CHO-K1 Ca ag	M1 antag	M1 PAM	CHO-K1 Ca antag	TAAR1 ag	M1 ag	TAAR1 antagonist	CHO parental Ca
CC(C)Oc1cccc(-c2nnc(SCC(=O)Nc3ccc4c(c3)OCCO4)n2N)c1	9	1.6	-5	8	2	8	-3	11	-19
CC(=O)N1CCc2cc(S(=O)(=O)NC3CCCCC3)ccc21	9	8.0	-4	8	-14	2	-5	7	-5
O=C(NC1(C(=O)NC2CCCCC2)CCCCC1)c1ccc2c(c1)OCO2	14	0.6	-10	8	1	6	-3	-11	-1
COc1ccc(-c2ccc([C@H]3[C@@H]4C=CCC[C@@]4(C)C(=O)N3Cc3ccccc3)c(F)c2)cc1OC	-16	-0.3	3	2	-4	3	-4	3	-36
Cc1cc(C(=O)NCc2cccs2)n(-c2ccccc2)n1	-4	0.1	8	-5	6	0	0	-17	-12
COCc1c(C(=O)N/N=C(/C)c2cccs2)nnn1-c1nonc1N	16	-0.1	-6	9	-1	12	-1	2	-8
CCCCN1C(=O)C(=O)N(CC(=O)Nc2sc(C)c(C)c2C(=O)OC)C1=O	-2	0.2	11	2	0	6	-2	-8	-16
O=C(Cc1cccc2ccccc12)NC(=S)Nc1cccc(C(=O)O)c1	16	0.1	2	13	3	16	-9	4	-11
CCOc1cc(S(=O)(=O)N(CC)CC)ccc1Br	19	0.2	-11	14	-10	1	-5	-18	-16
CCOc1ccc2nc(SCCNS(=O)(=O)c3ccccc3)sc2c1	25	5.5	-1	-4	-4	7	-8	60*	9
O=C(NCc1nnc(SCC(=O)N2CCCC2)o1)c1ccccc1F	20	0.3	2	1	-7	6	-3	-3	-8
COc1ccccc1NC(=O)C1(C)Cc2ccccc2C(=O)O1 (stereo not drawn)	-9	0.2	13	-8	13	0	-4	-13	-6

Filtered by structure, those above with four or more nitrogen atoms
SMILES	CHO-K1 Ca PAM	CHO-K1 Ca ag	M1 antag	M1 PAM	CHO-K1 Ca antag	TAAR1 ag	M1 ag	TAAR1 antagonist	CHO parental Ca
CC(C)Oc1cccc(-c2nnc(SCC(=O)Nc3ccc4c(c3)OCCO4)n2N)c1	9	1.6	-5	8	2	8	-3	11	-19
COCc1c(C(=O)N/N=C(/C)c2cccs2)nnn1-c1nonc1N	16	-0.1	-6	9	-1	12	-1	2	-8
O=C(NCc1nnc(SCC(=O)N2CCCC2)o1)c1ccccc1F	20	0.3	2	1	-7	6	-3	-3	-8

(list continues)
SMILES	CHO-K1 Ca PAM	CHO-K1 Ca ag	M1 antag	M1 PAM	CHO-K1 Ca antag	TAAR1 ag	M1 ag	TAAR1 antagonist	CHO parental Ca
COc1cc(CCc2ccccc2)c(C(=O)O)c(O)c1C/C=C(/C)CCC=C(C)C	6	0.3	-23	7	-7	-1	-2	53*	46*
O=C(COC(=O)c1cc[n+]([O-])cc1)Nc1ccc([N+](=O)[O-])cc1C(F)(F)F	5	3.3	-4	2	-7	4	-1	-4	.
FC(F)Oc1ccc(NC(=S)NCC2COc3ccccc3O2)cc1 (stereo not drawn)	2	9.2	6	-5	12	8	-5	10	1
Cc1cc(/C=C2/C(=N)N3C(c4ccccc4)=CSC3=NC2=O)c(C)n1-c1ccc(Cl)cc1	7	0.7	-13	12	-4	2	-2	-22	.
Cn1c(N)c(C(=O)CN2CCc3ccccc3C2)c(=O)n(C)c1=O	9	0.3	-7	7	-15	17	-5	-4	0
COC(=O)c1sccc1NC(=O)Nc1cc(C)ccc1C	-1	0.4	-5	14	-5	3	-11	-13	-11
Cc1cccc(CC2(O)C(=O)Nc3ccccc32)n1 (stereo not drawn)	12	0.8	-10	5	-10	3	-3	-25	.
C[C@H]1CN([C@@H](C)CO)S(=O)(=O)c2ccc(C#Cc3ccccn3)cc2O[C@H]1CN(C)Cc1ccc(F)cc1	-2	0.1	-6	-2	4	3	-4	-25	.
C=C1CCN([C@@H](Cc2ccccc2)C(=O)NCc2ccc(Cl)c(Cl)c2)S(=O)(=O)c2ccccc21	12	0.0	0	5	-15	2	-3	10	-16
O=C(CCN1C(=O)/C(=C/c2ccccc2F)SC1=S)NCCCN1CCOCC1	1	19*	1	1	5	2	-7	6	-22
COc1cccc(NC(=O)C(Sc2nnc(-c3ccncc3)n2-c2ccc(Cl)cc2)c2ccccc2)c1 (stereo not drawn)	15	0.9	-5	6	-12	1	-4	-18	-13
COc1ccccc1-n1nnnc1SCC(=O)N1CCCC1=O	-13	0.4	-4	2	12	4	0	-3	10
O=C(CSc1nc(=O)n2ccccc2n1)N1CCCc2ccccc21	-7	-0.2	-7	7	8	-1	-1	3	-4
CC1CCCCN1C(=O)CN1CCC(c2nc3ccc(Cl)cc3[nH]2)CC1 (stereo not drawn)	11	0.2	-5	3	-19	5	-6	5	-9
CC1=C(CCN2CCN(C3CCCC3)C(CCO)C2)C(C)(C)CCC1 (stereo not drawn)	-6	2.1	1	-3	-2	9	-6	20	-21
COc1ccc2sc(-c3ccc(N(C)C)cc3)c(C#CCO)c2c1	13	0.7	-8	12	-12	0	1	0	-20
CCCn1c(-c2ccc(F)cc2)n[nH]c1=S	-4	-0.2	0	3	2	3	-6	-8	2
COc1ccc(OC)c(CNc2ccc([N+](=O)[O-])cc2C)c1	16	3.3	6	1	-7	0	-1	7	8
CC(C)[C@H](NC(=O)N1CCn2c1nc1ccccc12)C(=O)N[C@H](C(=O)O)c1ccccc1	8	0.0	-19	15	8	0	3	-15	-8
O=C(COc1ccccc1)N(Cc1ccccc1)c1nc(-c2ccccc2)cs1	18	0.6	-5	2	0	2	-5	8	-11
Cc1ccc(CNC(=O)CC[C@H]2O[C@@H](n3cc(C)c(=O)[nH]c3=O)C[C@@H]2O)o1	-2	-0.2	-4	-5	-5	3	0	3	.
COc1ccc(C2C(C(=O)c3ccccc3)=C(C)Nc3nc4ccccc4n32)c(OC)c1 (stereo not drawn)	8	-0.3	0	-1	5	-2	-6	-60	-21
COc1ccc(C(=O)Nc2ccc3[nH]ncc3c2)cc1OC	0	0.1	-20	19	14	1	-1	-18	-7
COc1ccc(NC(=O)CCc2ccccc2)cc1S(=O)(=O)N1CCCCC1	14	5.3	-9	4	-17	4	1	-4	-9
O=C(CSc1nnc(NC(=O)c2cccc(Cl)c2)s1)NCC1CCCO1 (stereo not drawn)	31	1.7	-10	10	-10	1	-2	-29	1
CCc1onc(C)c1C(=O)Nc1ccc(N2CCOCC2)cc1	1	-0.1	3	-1	-8	0	-3	9	-4
CCCCc1ccc(NC(=S)N2CCCC(CO)C2)cc1 (stereo not drawn)	20	0.1	-11	6	-6	0	-8	-2	-1
O=C(CCSc1ccc(Br)cc1)c1ccc(O)cc1	9	0.7	-1	0	7	5	-2	19	5
COc1cc(C)c(C)cc1S(=O)(=O)N1CCN(Cc2ccccc2)CC1	-4	-0.3	5	-4	6	-2	-6	-2	-34
Cn1nnnc1SCc1cc(=O)n2ccsc2n1	21	1.0	-9	2	-16	15	-11	-6	-4
OC(CN1CCN(c2cccc(Cl)c2)CC1)C(c1ccccc1)c1ccccc1 (stereo not drawn)	15	-0.2	-21	-2	4	0	-4	7	-20
NS(=O)(=O)c1ccc(NC(=O)CN2CCCCC2)cc1	5	0.2	-9	11	-5	4	-4	15	3
Cc1ccc2nc(/C(C#N)=C\c3ccc(N4CCOCC4)o3)[nH]c2c1	-10	8.1	20	-12	11	43*	31*	21	-1
CCN(CC(=O)Nc1ccc(OC)c(Cl)c1)CC(=O)NC(C)C	-6	4.3	18	-9	1	0	-3	-4	-11
NC(=O)c1sc2nc(-c3cccs3)ccc2c1N	-1	-1.0	4	-2	-1	0	-5	-15	-13
O=C1c2ccccc2NC(c2ccccc2)N1c1ccc(O)cc1 (stereo not drawn)	3	0.9	8	-4	-9	-2	0	0	-11
Cc1ccc(NC(=O)c2sc(N)nc2-c2ccccc2)cc1C	18	9.7	-3	8	4	0	-10	-13	-23
CN1CCN(S(=O)(=O)c2cccc(C(=O)Nc3nc(-c4ccccc4)cs3)c2)CC1	1	6.3	0	-10	1	17	-3	18	1
NC(=O)C1CCN(C(=O)COc2ccc(S(=O)(=O)NCc3ccccc3)cc2Cl)CC1	10	0.1	0	3	4	0	-4	-6	-16
Cc1ccc(F)c([C@H]2C3C=CCC(c4ccccc4)C3C(=O)N2Cc2ccccc2)c1 (stereo partly drawn)	4	-0.4	-1	5	-16	0	-1	3	-7
Cn1nc(-c2ccccc2)cc1NC(=O)[C@@H]1O[C@H](CO)[C@H](O)[C@H](O)[C@H]1O	13	0.2	-16	10	-9	1	3	-14	.
CCOc1ccc(C2c3c(oc4ccccc4c3=O)C(=O)N2c2ccc(C)cn2)cc1OC (stereo not drawn)	5	0.4	-8	4	0	-1	-2	-22	-11
Cn1c(=O)n(C)c2cc(NC(=O)COc3ccc(F)cc3F)ccc21	18	3.8	-10	1	-7	6	0	9	-9
CCN(CC)c1ccc(NC(=O)Cn2c(C(C)NC(=O)c3ccccc3)nc3ccccc32)cc1 (stereo not drawn)	18	0.4	-11	11	-4	6	-5	3	-1
CCCCNC(=O)C1(C)CCCCN1C(=O)c1cncc(Br)c1 (stereo not drawn)	1	-0.1	-7	1	6	1	-4	-15	.
Cc1c(C(=O)c2ccc3c(c2)OCO3)ccc2c1OCO2	-2	0.8	-10	6	3	-2	-4	-15	.
COc1ccc(CCNC(=O)Cn2nnc(-c3cccc(OC)c3OC)n2)cc1OC	-2	0.5	-10	3	-4	1	-1	6	-15
O=C(COc1ccc(/C=N/NC(=O)c2ccncc2)cc1)Nc1ccc([N+](=O)[O-])cc1	-6	0.2	0	4	2	1	-1	7	12

TAAR1 antagonist: hit marks shown above
| Structure | M1 antag | M1 PAM | TAAR1 ag | M1 ag | TAAR1 antagonist |
| --- | --- | --- | --- | --- | --- |
| CCOc1ccc2nc(SCCNS(=O)(=O)c3ccccc3)sc2c1 | -1 | -4 | 7 | -8 | 60* |
| COc1cc(CCc2ccccc2)c(C(=O)O)c(O)c1C/C=C(/C)CCC=C(C)C | -23 | 7 | -1 | -2 | 53* |

Next section:
SMILES	CHO-K1 Ca PAM	CHO-K1 Ca ag	M1 antag	M1 PAM	CHO-K1 Ca antag	TAAR1 ag	M1 ag	TAAR1 antagonist	CHO parental Ca
O=C(NCc1ccco1)c1cc2n(n1)C(C(F)(F)F)CC(c1ccc(Br)cc1)N2 (stereo not drawn)	21	0.3	-1	7	-4	14	-5	-1	8
COc1ccc(CC(=O)OCC(=O)N(CC(C)C)c2c(N)n(Cc3ccccc3)c(=O)[nH]c2=O)cc1	-3	0.5	0	2	5	3	-3	-4	-29
O=C(O)CCCCCNC(=O)CSc1nnc(-c2ccco2)n1-c1ccccc1	11	0.3	-2	1	-12	2	0	-1	6
CC(=O)OCC1=C(C(=O)O)N2C(=O)[C@@H](NC(=O)Cc3ccccc3)[C@H]2SC1	-10	1.0	2	-2	-3	1	-4	2	.
Cc1cc([N+](=O)[O-])ccc1NC(=S)NC(=O)C(c1ccccc1)c1ccccc1	-11	-0.6	16	-12	13	11	-3	23	-7

From PubChem

No enrichment for hits; any-hit rate near 4.4%.
